From PubChem BioAssay
CASP6 VEID inh: human caspase-6 inhibitors, primary screen, biochemical, VEID-R110 fluorescence, single point, set 2. AID 686996, 2013. P55212. 350,000 tested, 0.53% active. inhibition, % at 12.5 µM. purified caspase-6, Z-VEID-R110 cleavage fluorescence;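 active = mean inhibition across replicates at least about 35%, with every replicate also reaching that limit, limit read from the data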;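 note: 0% = median of neutral control wells and 100% = no fluorescence left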
Target sequence (P55212 24-179 limits assumed): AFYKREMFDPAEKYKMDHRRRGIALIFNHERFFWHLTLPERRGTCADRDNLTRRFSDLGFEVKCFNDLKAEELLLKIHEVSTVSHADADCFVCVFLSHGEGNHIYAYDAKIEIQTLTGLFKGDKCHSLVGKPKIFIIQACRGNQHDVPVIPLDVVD
Target sequence (P55212 194-293 limits assumed): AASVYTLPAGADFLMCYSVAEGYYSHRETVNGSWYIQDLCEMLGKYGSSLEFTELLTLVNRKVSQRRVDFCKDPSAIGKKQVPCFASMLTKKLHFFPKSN
esBAF inh: Bmi1 luciferase reporter increase in mESCs, primary screen, esBAF inhibitor project, mouse ES cells, Bmi1 luciferase knock-in, single point; 24 h; 100% = twice the neutral-well signal; reporter increase, % at 12.5 µM; 350,000 tested, 2% active; in the data active = activation above about 40%;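 note: 0% = median of the plate's neutral control wells and 100% = double that signal; a rise in the Bmi1 reporter signal indicates esBAF inhibition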
FN deposition inh: inhibitors of fibronectin matrix deposition, primary screen, AH1F cells, Alexa488-fibronectin fluorescence, plate reader. AH1F fibroblasts, overnight. inhibition, % at 12.6 µM. 350,000 tested, 0.086% active. AID 743247, 2014;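 active = mean inhibition across replicates of 30% or more, regardless of how many single replicates reach that level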;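 note: positive control wells lacked labelled fibronectin entirely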
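Material: AH1F fibroblasts assembling fluorescent fibronectin matrix; amount: 10000 AH1F cells/well; medium: DMEM, 2% serum; reagent: Alexa488-fibronectin, 24 nM final in well; dosing: single compound dose, delivered by pin transfer; incubation: 1 h adhesion, overnight exposure; detection: fluorescence after three HBSS washes, excitation 485 nm, emission 525 nm; measure: fibronectin deposition inhibition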
SIRT5 inh: SIRT5 desuccinylase inhibitors, primary screen, biochemical, fluorescence imaging, single point, set 5 | 330,000 tested, 1.1% active | AID 652115, 2013 | inhibition, % at 15 µM | Purified SirT5, succinyl-peptide AMC, trypsin-coupled fluorescence | NAD-dependent protein deacylase sirtuin-5, mitochondrial (Homo sapiens), Q9NXA8; in the data active = inhibition above about 15%
Target sequence (Q9NXA8 whole entry, looked up): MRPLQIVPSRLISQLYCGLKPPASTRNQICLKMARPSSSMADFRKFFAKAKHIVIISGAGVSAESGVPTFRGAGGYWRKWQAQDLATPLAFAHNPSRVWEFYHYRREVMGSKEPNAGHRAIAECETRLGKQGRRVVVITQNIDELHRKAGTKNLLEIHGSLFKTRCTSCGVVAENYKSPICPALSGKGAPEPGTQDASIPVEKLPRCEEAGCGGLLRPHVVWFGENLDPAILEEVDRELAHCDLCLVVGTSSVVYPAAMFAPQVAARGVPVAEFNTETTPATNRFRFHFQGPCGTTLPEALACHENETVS
LGR2 inh: inhibitors of bursicon-induced LGR2 CRE-luciferase signal, primary screen, cell-based, HEK293, CRE-luciferase reporter, bursicon stimulation. Drosophila bursicon receptor LGR2 (rickets). bursicon-stimulated, 4 h. inhibition, % at 9.99 µM. 380,000 tested, 0.35% active;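 active = drop in luminescence signal, shown as inhibition above about 50% in the replicate tests, limit read from the data, passing the limit was not always enough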;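 note: agonist challenge used bursicon conditioned medium at about half maximal strength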
S100A4 MyoIIA: inhibitors of S100A4-myosin IIA peptide binding, primary screen, biochemical, fluorescence polarization, TAMRA-MyoIIA peptide; Protein S100-A4 (Homo sapiens), P26447; inhibition, % at 10.7 µM; 360,000 tested, 0.14% active; AID 652163, 2013;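 active = mean inhibition of at least 70% across replicates, with every replicate also reaching that level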
Target sequence (P26447 whole entry, looked up): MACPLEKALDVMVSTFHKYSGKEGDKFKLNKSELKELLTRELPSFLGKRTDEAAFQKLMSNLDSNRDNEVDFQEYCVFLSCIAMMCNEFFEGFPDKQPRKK
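assay system = human S100A4 monomer with TAMRA-labelled myosin IIA peptide | also added = labelled myosin peptide probe, 5 nM | incubation = 5 min between mix addition and reading | control set = DMSO and TFP controls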
C2C12 statin: suppressors of statin myotoxicity in C2C12 myotubes, primary screen, cell-based, single point, plate reader; C2C12 myotubes + simvastatin, ATP luminescence, 48 h; scaled: DMSO 0, geranylgeraniol control 100; rescue of ATP level, % at 7.49 µM; 330,000 tested, 0.78% active;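 active = mean ATP rescue above about 67%, or every replicate alone reaching that limit, limit read from the data, passing the limit was not always enough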;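 note: myotubes were challenged with 10 µM simvastatin during compound exposure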
Active calls of the source: *; nt = no result given; & = joins results of further samples. Only part of the results is shown (hit frequency here may not be typical).

SMILES	CASP6 VEID inh	esBAF inh	FN deposition inh	SIRT5 inh	LGR2 inh	S100A4 MyoIIA	C2C12 statin
CC(C)C(=O)Nc1cccnc1	1	3	-8	1	9	-6	-6
CC(C)NC(=O)Nc1ccc2c(c1)C(=O)N([C@H](C)CO)C[C@H](C)[C@H](CN(C)C(=O)c1ccncc1)OCCCC[C@H](C)O2	-2	nt	-6	2	-6	-4	nt
O=C(NCC(c1ccco1)N1CCCCC1)c1ccc2c(c1)S(=O)(=O)c1ccccc1C2=O (configuration not stated)	-2	nt	6	-1	4	-6	nt
O=c1c2sccc2nc(SCc2cc(=O)n3ccccc3n2)n1-c1ccc(Br)cc1	2	nt	5	-6	2	1	nt
COc1cc(C(O)c2nc3ccccc3n2C(C)C)cc(OC)c1OC (configuration not stated)	1	9	-2	-3	-4	1	-3
O=C(NC1C2CC3CC(C2)CC1C3)c1ccc2c(c1)OCO2 (configuration not stated)	-1	1	-13	2	-6	-3	-4
COc1ccccc1S(=O)(=O)N(C)C[C@H]1Oc2cc(C#CCC(C)C)ccc2S(=O)(=O)N([C@@H](C)CO)C[C@H]1C	-3	-1	nt	-1	35	-10	-58
O=c1c2c3nc4ccccc4nc3n(CCN3CCOCC3)c2ncn1CCN1CCOCC1	-1	nt	2	5	3	-2	nt
Cc1c(C)c(C)c(C(=O)C2CCN(c3ccc([N+](=O)[O-])cn3)CC2)c(C)c1C	-2	nt	-1	-4	5	4	nt
O=C(N[C@H]1CC[C@@H](CCNC(=O)c2cnccn2)O[C@@H]1CO)c1ccc2c(c1)OCO2	0	4	-6	-1	-11	6	2
Cc1cccc(-c2nnc(SC(C)C(=O)N3CCOCC3)o2)c1 (configuration not stated)	-2	nt	nt	-2	-6	1	nt
C[C@H](CO)N1C[C@H](C)[C@H](CN(C)Cc2ccc(Cl)c(Cl)c2)Oc2ccc(NC(=O)C3CCCCC3)cc2CC1=O	4	5	5	7	12	4	-31
O=C(Nc1ccc(F)cc1)N[C@@H]1CC[C@@H](CCn2cc(C3(O)CCCC3)nn2)O[C@@H]1CO	1	-5	nt	2	2	-1	2
COc1ccc(C(=O)NC2=NCCS2)cc1S(=O)(=O)N1CCOCC1	-2	2	7	-3	0	-8	8
CCOC(=O)c1cnc2c(-c3ccc(Cl)cc3)cnn2c1C	-4	nt	0	-1	-67	3	nt
C[C@@H]1CN([C@H](C)CO)C(=O)c2ccccc2-c2ccccc2CO[C@H]1CN(C)C(=O)[C@H](C)c1ccccc1	0	-8	-12	-1	9	6	nt
C[C@H]1CCCCO[C@@H](CN(C)Cc2ccc(C(F)(F)F)cc2)[C@@H](C)CN([C@@H](C)CO)C(=O)c2cc(NS(=O)(=O)c3cn(C)cn3)ccc2O1	-1	-3	nt	10	12	-7	nt
Cc1cc(/C=C2\SC(=S)NC2=O)c(C)n1-c1ccccc1	28	nt	-7	4	-48	1	nt
C[C@@H]1COc2cccc(NC3CC3)c2S(=O)(=O)N1	2	nt	7	-2	8	-2	nt
Cc1cccc(S(=O)(=O)N2C[C@@H]3N[C@H](C2)C3c2ccc(-c3cccc(C(=O)N(C)C)c3)cc2)c1 (some centres not stated)	0&-1	nt	2&8	2&4	26&8	66&4	nt

The list goes on, overlapping the part above by 5 compounds.
SMILES	CASP6 VEID inh	esBAF inh	FN deposition inh	SIRT5 inh	LGR2 inh	S100A4 MyoIIA	C2C12 statin
C[C@@H]1CN([C@H](C)CO)C(=O)c2ccccc2-c2ccccc2CO[C@H]1CN(C)C(=O)[C@H](C)c1ccccc1	0	-8	-12	-1	9	6	nt
C[C@H]1CCCCO[C@@H](CN(C)Cc2ccc(C(F)(F)F)cc2)[C@@H](C)CN([C@@H](C)CO)C(=O)c2cc(NS(=O)(=O)c3cn(C)cn3)ccc2O1	-1	-3	nt	10	12	-7	nt
Cc1cc(/C=C2\SC(=S)NC2=O)c(C)n1-c1ccccc1	28	nt	-7	4	-48	1	nt
C[C@@H]1COc2cccc(NC3CC3)c2S(=O)(=O)N1	2	nt	7	-2	8	-2	nt
Cc1cccc(S(=O)(=O)N2C[C@@H]3N[C@H](C2)C3c2ccc(-c3cccc(C(=O)N(C)C)c3)cc2)c1 (some centres not stated)	0&-1	nt	2&8	2&4	26&8	66&4	nt
O=C(Nc1cccc(F)c1)N1CC(=O)N2[C@@H](CO)[C@@H](c3ccc(C#CCC4CCCC4)cc3)[C@@H]2C1	2	nt	nt	4	10	-3	nt
CC(C)c1ccc(OCC(=O)NNC(=S)NC(=O)c2ccco2)c(Br)c1	3	nt	-7	0	19	0	nt
Cc1ccccc1NC(=O)/C(C#N)=C/c1ccsc1	nt	13	-2	nt	-29	nt	12
O=C(O)c1ccc(COc2ccc3ccccc3c2/C=C2/NC(=O)N(Cc3ccc(F)cc3)C2=O)cc1	-3	nt	13	-4	20	-11	nt
CC1=C(C(=O)Nc2ccccc2)C(c2ccc(O)cc2)N2C(=O)CSC2=N1 (configuration not stated)	nt	-8	-9	nt	nt	nt	-19
O=C1NC(Cc2ccc(O)cc2)c2nc3cc(F)ccc3c(=O)n2-c2cc(Cl)ccc21 (configuration not stated)	6	nt	13	-3	17	-4	nt
COC(=O)Cc1c(C)c2ccc(OC(C)C)cc2oc1=O	-1	nt	-4	-35	-64	0	nt
COc1ccc(NC(=O)Nc2ccc3c(c2)C(=O)N([C@H](C)CO)C[C@H](C)[C@H](CN(C)S(=O)(=O)c2ccc(F)cc2)O3)cc1	nt	-2	nt	nt	11	nt	-35
C[C@@H]1CCCCO[C@H](CN(C)C(=O)CCCN(C)C)[C@@H](C)CN([C@@H](C)CO)C(=O)c2cc(NC(=O)Nc3cccc4ccccc34)ccc2O1	-8	-1	nt	18*	0	2	nt
COc1ccc(C(C#N)=C2C=C(Cl)C(=NO)C=C2Cl)cc1	0	nt	-2	-2	-4	-1	nt
Cc1cc(=O)n2c(C)n[nH]c2n1	nt	-1	nt	nt	-8	nt	120*
COc1ccc2c3c(n(C)c2c1)[C@H](CO)N(CC1CCOCC1)CC31CN(C(=O)Nc2ccccc2)C1	-2	nt	nt	0	12	-6	nt
C[C@@H]1CCCCO[C@H](CN(C)Cc2ccc(C(F)(F)F)cc2)[C@H](C)CN([C@H](C)CO)C(=O)c2cc(NS(=O)(=O)c3ccc(F)cc3)ccc2O1	0	-3	-8	17*	8	-8	nt
CCN(CC)S(=O)(=O)c1ccc(N2CCN(c3ccccc3O)CC2)nc1	-1	22	-2	-2	-10	-2	6
CC(CC(=O)OCC(=O)NC1CCS(=O)(=O)C1)c1ccccc1 (configuration not stated)	-4	-4	4	nt	nt	-2	-6
CCN(CC)c1cc2c(c3c1ccn3C)C1CCC2C1 (configuration not stated)	-2	-5	-1	0	-5	-4	4
CCOc1ccc(C(=O)NCC(=O)N2CCCCCCC2)cc1	1	7	5	0	12	2	1
COc1ccc(NC(=O)C2CCCN(c3cnccn3)C2)cc1 (configuration not stated)	-8	1	6	-5	-9	-1	-4
O=C(CN1CCOCC1)N[C@H]1CC[C@H](CCn2cc(C3CC3)nn2)O[C@@H]1CO	4	2	9	2	-6	0	0
O=C(Nc1ccccc1)C1C2CCCCC21 (configuration not stated)	-1	21	1	1	-24	-1	8
O=C(Nc1ccc(F)c(Cl)c1)c1cc(C2CCCCN2C(=O)c2ccccc2)on1 (configuration not stated)	-3	-3	13	-3	7	0	-5
COc1ccc(C2CC(c3ccc(Cl)cc3)=NN2C(=O)c2cccc([N+](=O)[O-])c2)cc1 (configuration not stated)	1	nt	nt	1	13	-5	nt
O=C(O)/C=C/C(=O)N1Cc2cc3ccccc3nc2C1	54*	2	-2	5	5	-5	-7
CCOC(=O)N1CCN(C(=O)C2CC(=O)N(c3ccccc3)C2)CC1 (configuration not stated)	-1	nt	-2	-3	11	-1	nt
C=CCN1C(=O)C2C3C=CC(C2C1=O)C1C2C(=O)N(CC=C)C(=O)C2C31 (configuration not stated)	3	0	nt	-6	11	0	2
O=C(CN(Cc1ccc(F)cc1)C(=O)CCC(=O)Nc1ccccn1)NCc1ccc(F)cc1	3	3	-10	-2	-6	0	-5
COc1cc(C(C(=O)NC(C)(C)C)N(Cc2ccc3c(c2)OCO3)C(=O)c2cnccn2)cc(OC)c1OC (configuration not stated)	-2	-4	nt	-2	13	0	21
O=C(Cc1ccccc1)N[C@@H]1C=C[C@@H](CC(=O)N2CCCCC2)O[C@@H]1CO	3	9	-1	1	-3	1	-3
Cc1ccccc1-c1ccc2c(c1)O[C@@H](CN(C)C(=O)Nc1ccc(C(F)(F)F)cc1)[C@H](C)CN([C@H](C)CO)S2(=O)=O	-3	3	0	4	31	2	-41
O=C(CSc1ccc(-c2ccccn2)nn1)Nc1ccc(F)cc1F	-2	-4	8	0	16	-2	6
O=C(CCC1CCCN(C(=O)c2cc(F)ccc2F)C1)N1CCN(c2ccccn2)CC1 (configuration not stated)	-2	1	-3	nt	15	3	-5
COCC(=O)N(C[C@H]1N[C@H](CO)[C@@H]1c1ccc(-c2ccccc2)cc1)C(C)C	1	3	-2	-4	1	7	11
O=C(Nc1ccc(F)cc1F)c1c(C(F)(F)F)ccnc1Oc1cccc(C(F)(F)F)c1	-1	2	-4	-2	nt	-7	-13
CCCNC(=O)CCc1cc(C(C)(C)C)c(O)c(C(C)(C)C)c1	-2	nt	7	0	8	-12	nt
O=C(CN1/C(=C(/O)c2ccccc2)C(=O)c2ccccc2S1(=O)=O)c1ccccc1	nt	8	4	nt	nt	nt	4
CC(C)(C)CC(=O)Nc1nnc(SCC(=O)NCc2cccs2)s1	-1	nt	-3	-6	-12	1	nt
CC(C)NC(=O)N1CCCCN2[C@H](C1)[C@@H](c1ccc(C#C[C@@H](C)O)cc1)[C@@H]2CO	-2	nt	nt	-3	-17	-7	nt
O=C(COc1ccc(Br)cc1)N(CCO)CCO	0	nt	5	-1	-2	8	nt
c1csc(-c2nnc(N3CCCCCC3)c3ccccc23)c1	2	nt	12	-1	-2	-17	nt
C/C(N)=C(/C#N)C(=O)COc1ccc(Cl)cc1Cl	3	nt	-6	0	-28	-4	nt
Nc1nc(Cl)nc(N(c2ccccc2)c2ccccc2)n1	-2	nt	2	-5	2	-4	nt
CC(OC(=O)CNC(=O)c1ccc(Cl)cc1)C(=O)NC1CCCCC1C (configuration not stated)	0	nt	-1	-3	-8	-5	nt
COC(=O)c1ccc(COC(=O)c2ccccn2)cc1	nt	8	5	nt	nt	nt	-25
COc1ccccc1N1CCN(C(=O)c2ccc3[nH]c4c(c3c2)CC(C)CC4)CC1 (configuration not stated)	-2	nt	3	0	nt	-23	nt
Cc1cc(NC(=O)CN2C(=O)NC(CC(C)C)C2=O)no1 (configuration not stated)	0	0	4	1	-3	-16	-15
COc1ccc2c3c([nH]c2c1)[C@@H](CO)N(C(=O)Nc1ccc(F)cc1)CC31CCN(Cc2cc(F)ccc2F)CC1	nt	nt	-3	0	6	0	nt
CCCC(CCC)c1nnc(NC(=O)c2ccco2)s1	-1	-2	-3	nt	-4	-4	2
CCOc1ccc(-c2nnc(N3CCOCC3)c3ccccc23)cc1	0	-6	3	-3	-7	-1	5
O=[N+]([O-])c1ccc(COc2cccc(CO)c2)cc1	2	nt	6	-2	-17	4	nt
FC(F)(F)c1nnc2ccc(N3CCCC3)nn12	nt	-1	nt	nt	-9	nt	7
C=CC[C@]1(c2ccccc2)C(=O)N2C[C@H]3CON(C)[C@H]3C[C@H]2c2ccccc21	-5	nt	6	0	8	-2	nt
Cc1ccc(OCC(O)CN2C(=O)NC(C)(C)C2=O)c(C)c1 (configuration not stated)	0	nt	nt	-1	-57	1	nt
